Cneo AK release – Cryptococcus neoformans cell lysis inducers, primary screen, AK release luminescence, single concentration; actives 0.2% (n = 360,000); lysis activity, % at 15 µM; C. neoformans lysis, adenylate kinase release luminescence, 4 h; normalised: neutral wells 0, clomiphene wells 100; AID 651654, 2012;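 active means mean lysis activity across replicates of at least 80%, whatever share of replicates individually reach that level; inactive means mean lysis activity below 80%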
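Material – log-phase Cryptococcus neoformans yeast cells · Input – 5 × 10^6 yeast cells/mL · Medium – fresh YPD growth medium · Doses – single compound concentration per well · Timing – static 4 h at 37 °C with compound, 1 h detection · Detection – adenylate kinase release luminescence · Read-out – signal increase indicating cell lysis · Control set – Clomiphene as positive lysis control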
C2C12 statin – suppressors of statin myotoxicity in C2C12 myotubes, primary screen, cell-based, single point, plate reader | rescue of ATP level, % at 7.49 µM | actives 0.78% (n = 330,000) | C2C12 myotubes + simvastatin, ATP luminescence, 48 h; scaled: DMSO 0, geranylgeraniol control 100 | AID 602340, 2012;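 active means mean ATP rescue above about 67%, or every replicate alone reaching that limit, limit read from the data, passing the limit was not always enough; inconclusive means no clear call, values can overlap the other calls; inactive means mean under the limit and some replicate under it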;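 further: myotubes were challenged with 10 µM simvastatin during compound exposure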
SIRT5 inh – SIRT5 desuccinylase inhibitors, primary screen, biochemical, fluorescence imaging, single point, set 5 | NAD-dependent protein deacylase sirtuin-5, mitochondrial (Homo sapiens), Q9NXA8 | Purified SirT5, succinyl-peptide AMC, trypsin-coupled fluorescence | inhibition, % at 15 µM | actives 1.1% (n = 330,000) | AID 652115, 2013; in the data active means inhibition above about 15%; inconclusive means no clear call, values can overlap the other calls
Target sequence (Q9NXA8 whole entry, looked up): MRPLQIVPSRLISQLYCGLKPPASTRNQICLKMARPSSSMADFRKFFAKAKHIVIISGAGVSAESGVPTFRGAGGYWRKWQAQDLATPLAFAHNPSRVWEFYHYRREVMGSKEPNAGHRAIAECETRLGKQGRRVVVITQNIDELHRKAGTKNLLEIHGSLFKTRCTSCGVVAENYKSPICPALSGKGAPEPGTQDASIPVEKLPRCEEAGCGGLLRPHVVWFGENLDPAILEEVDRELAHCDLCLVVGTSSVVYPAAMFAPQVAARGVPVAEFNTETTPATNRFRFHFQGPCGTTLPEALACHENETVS
PGC1a acetyl inh – inhibitors of PGC1a acetylation signal, primary screen, cell-based, U2OS, AlphaScreen, inhibitor mode; AlphaScreen anti-acetyl-lysine; with virally co-expressed GCN5 acetyltransferase; inhibition, % at 15.6 µM; actives 0.17% (n = 350,000);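 active means every replicate shows inhibition of at least 40%; inconclusive means mean inhibition at least 40% but some replicate below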;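 further: 0% = neutral control wells and 100% = positive control wells; some results beyond the cut were filed as inactive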
XiGFP reactiv – activators of inactive X chromosome reactivation, primary screen, imaging, XiGFP fibroblasts, GFP high-content imaging, set 2; XiGFP mouse fibroblasts, % GFP-positive cells imaging, 3 d; cells co-treated with 5-aza-dC sensitizer; scaled so ellipticine positive control = 100%; activation, % at 7.58 µM; actives 0.055% (n = 360,000); AID 743238, 2013;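 active means mean normalized replicate activation at least 10% and every replicate at or above 10%; inconclusive means only one of the two criteria met; inactive means mean below 10% and not all replicates reach 10%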;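 further: 0% = median of on-plate neutral control wells and 100% = ellipticine 6 µM median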
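System: XiGFP fibroblasts, SV40-immortalized. Medium: DMEM plus 5-aza-dC sensitizer. Doses: single point. Timing: 3 d treatment, 15 min room-temperature fixation. Control set: ellipticine 6 µM.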
LGR2 antag – inhibitors of bursicon-induced LGR2 CRE-luciferase signal, primary screen, cell-based, HEK293, CRE-luciferase reporter, bursicon stimulation; actives 0.35% (n = 380,000); Drosophila bursicon receptor LGR2 (rickets); AID 720647, 2013; inhibition, % at 9.99 µM; bursicon-stimulated, 4 h;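 active means drop in luminescence signal, shown as inhibition above about 50% in the replicate tests, limit read from the data, passing the limit was not always enough; inconclusive means probably only some replicates passing the limit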;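 further: agonist challenge used bursicon conditioned medium at about half maximal strength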
S100A4 inh HTS – inhibitors of S100A4-myosin IIA peptide binding, primary screen, biochemical, fluorescence polarization, TAMRA-MyoIIA peptide; actives 0.14% (n = 360,000); AID 652163, 2013; inhibition, % at 10.7 µM;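 active means mean inhibition of at least 70% across replicates, with every replicate also reaching that level; inconclusive means mean inhibition reaches 70% but some replicates fall short; inactive means mean inhibition below 70%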
Target sequence (P26447 whole entry, looked up): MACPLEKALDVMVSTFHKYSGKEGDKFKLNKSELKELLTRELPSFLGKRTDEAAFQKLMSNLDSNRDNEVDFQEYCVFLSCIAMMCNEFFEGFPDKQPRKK
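Test system – S100A4 monomer (human) · Compound – single-point compound testing · Schedule – 5 min incubation before reading · Probe or stimulus – TAMRA-labelled myosin IIA heavy-chain peptide probe, 5 nM · Benchmarks – neutral control DMSO, positive control TFP · Medium – Calcium-containing HEPES buffer, pH 7.2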
ERAP1 inh – human ERAP1 aminopeptidase inhibitors, primary screen, biochemical, single point, plate reader | inhibition, % at 10.7 µM | AID 652197, 2013 | actives 0.15% (n = 340,000) | Endoplasmic reticulum aminopeptidase 1 (Homo sapiens), Q9NZ08 | recombinant ERAP1, Leu-AMC fluorescence, 60 min;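 active means mean replicate inhibition of at least 30%, or all replicates individually reaching that 30% level; inactive means mean below 30% and not every replicate reaching it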;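 further: 0% = neutral control wells and 100% = L-leucinethiol positive control wells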
Numbers without * were called inactive; ? = inconclusive; nt = not tested or not shown; & = joins results of further samples. These rows are one share of the data (hit frequency here may not be typical).

SMILES | Cneo AK release | C2C12 statin | SIRT5 inh | PGC1a acetyl inh | XiGFP reactiv | LGR2 antag | S100A4 inh HTS | ERAP1 inh
COC(c1ccccc1)c1nnc(CCC(=O)NC2CCCCC2)o1 (stereo unspecified) | nt | nt | -2.8 | 3.7 | 0.0 | -17.1 | 0.8 | -1.5
CCOC(=O)C1CCN(Cc2cccc(OCc3ccccc3)c2)CC1 | 0.6 | 5.0 | -7.3 | nt | 0.2 | -2.5 | -9.7 | 4.5
Cc1noc(C)c1NC(=O)N(C)C[C@H]1Oc2ccc(NC(=O)CCN3CCOCC3)cc2CC(=O)N([C@@H](C)CO)C[C@@H]1C | 3.0 | -1.2 | 1.2 | 2.6 | -0.3 | 0.2 | 0.4 | -1.9
COc1cccc(CNC(=O)c2ccc(OCC(=O)N3CCOCC3)c(OC)c2)c1 | nt | nt | -2.4 | 3.1 | 1.0 | -7.8 | -1.2 | -1.6
O=C(NC1CCCCC1)N1CCN(C2CCCCC2)CC1 | 0.3 | -22.3 | -3.3 | 2.8 | nt | -0.7 | -1.0 | -2.1
COc1cccc(CNc2nc3ccccc3n2CCN2CCCCC2)c1 | 1.6 | -59.3 | nt | -3.2 | nt | 12.0 | nt | nt
CS(=O)(=O)N1CCc2cc(S(=O)(=O)Nc3ccc4c(c3)OCCO4)ccc21 | -4.5 | -31.7 | -0.6 | 4.3 | nt | 9.9 | -1.9 | 2.4
CCOC(=O)CCSc1n[nH]c(=S)s1 | nt | nt | -4.3 | nt | 0.1 | -21.7 | 3.7 | 4.3
C[C@@H]1CN([C@H](C)CO)C(=O)c2cc(NC(=O)c3ccncc3)ccc2O[C@@H](C)CCCCO[C@H]1CN(C)Cc1ccccc1 | 4.2 | nt | 1.4 | -2.9 | 0.1 | 4.5 | 0.0 | -1.8
CCOc1ncccc1C(=O)N(C)CC(=O)Nc1ccc(C)cc1 | nt | -1.8 | -1.5 | nt | 0.1 | 1.9 | 3.4 | -2.4
COc1ccccc1CNC(=O)C[C@@H]1C[C@@H]2c3cc(NC(=O)Nc4ccc(C(F)(F)F)cc4)ccc3O[C@@H]2[C@H](CO)O1 | -3.4 | 2.4 | 1.6 | -4.6 | 0.1 | 10.1 | -3.6 | 1.8
CN1C(=O)c2cc(NC(=O)NCc3ccccc3)ccc2OC[C@@H]2O[C@@H](CC(=O)NCC3CCCCC3)CC[C@H]21 | -2.8 | 41.1 | 0.7 | -13.4 | 0.0 | 2.6 | -0.7 | 1.7
Cc1ncc([N+](=O)[O-])n1S(=O)(=O)c1ccc2c(c1)OCCO2 | 3.4 | 18.2 | -1.6 | 4.9 | 0.0 | 6.6 | -4.0 | 1.2
CCCCNC(=O)C1(O)c2cc(Br)ccc2NC(=O)N1c1cccc(OC)c1 (stereo unspecified) | -3.7 | -1.5 | 1.8 | -6.4 | -0.1 | -8.1 | 8.8 | 1.9
O=C(C[C@@H]1C[C@H]2c3cc(NC(=O)C4CCOCC4)ccc3O[C@H]2[C@H](CO)O1)NCc1ccccc1F | 0.3 | -4.2 | -3.1 | -7.3 | 0.3 | -3.0 | -1.1 | 0.0
NC(=O)c1ccc(Oc2ccc(-c3nnco3)cc2)c([N+](=O)[O-])c1 | 2.2 | 16.6 | 2.4 | 3.3 | 0.1 | 0.2 | -2.4 | -1.5
O=C(O)CCC(=O)Nc1ccc(Br)cc1C(=O)c1ccccc1 | 0.8 | nt | -0.8 | 5.6 | 0.0 | 5.6 | -5.2 | 1.9
CCS(=O)(=O)Nc1ccc2c(c1)C(=O)N(C)[C@H]1CC[C@H](CC(=O)Nc3ccccc3)O[C@H]1CO2 | 2.9 | 8.1 | -0.7 | -3.1 | 1.5 | -0.7 | -3.9 | -1.5
Cc1ccc(N2CCN(C3C(=O)Nc4ccccc4-n4nnnc43)CC2)cc1 (stereo unspecified) | nt | nt | 0.0 | nt | 0.4 | -3.1 | 0.3 | nt
Cc1ccnc(NS(=O)(=O)c2ccc(NC(=O)COc3ccccc3)cc2)n1 | nt | nt | -4.2 | -3.6 | 0.0 | -3.8 | 5.1 | 3.6
CC1CCN(C(=O)c2ccc(S(=O)(=O)Cc3ccccc3F)c([N+](=O)[O-])c2)CC1 | nt | nt | 0.0 | nt | 0.1 | 39.5 | -0.3 | 0.7
C[C@H](CO)N1C[C@H](C)[C@@H](CN(C)Cc2ccc(Cl)c(Cl)c2)OCCCC[C@H](C)Oc2ccc(NC(=O)Nc3ccc(C(F)(F)F)cc3)cc2C1=O | 0.4 | -63.8 | -4.5 | -13.1 | 0.4 | -7.3 | -2.4 | 0.6
O=C(COc1ccccc1Cl)Nc1cccnc1 | nt | nt | -1.9 | nt | 0.1 | -17.5 | 1.8 | 14.2
CC(=O)c1cn(CCCCCCCn2cc(C(C)=O)c(=O)[nH]c2=O)c(=O)[nH]c1=O | nt | nt | -7.3 | nt | 0.2 | 6.2 | ? | -4.3
O=C(COC(=O)/C=C/c1ccc([N+](=O)[O-])cc1)NCc1ccco1 | -1.0 | -1.5 | -11.2 | -0.4 | -0.1 | -22.3 | 0.4 | -1.4
c1ccc2[nH]c(CCCCCc3nc4ccccc4[nH]3)nc2c1 | 2.4 | 5.2 | nt | -2.5 | -0.2 | 14.0 | -3.4 | 0.5
CCC(=O)Nc1ccc(S(=O)(=O)N2CCc3ccccc32)cc1 | 0.9 | 3.4 | 1.5 | -20.2 | 0.0 | -4.2 | -1.0 | -0.9
CCCc1cc(=O)oc2cc(C)cc(OCC(=O)Nc3cccnc3)c12 | 2.8 | -0.7 | 4.0 | nt | 0.9 | 13.5 | -3.2 | 2.9
O=S(=O)(CCNCc1ccccc1)NC1CCCCC1 | -1.5 | -13.2 | -1.0 | nt | 0.2 | -0.8 | 0.2 | 8.2
COc1cccc(CN2CCNC(=O)C2CC(=O)NCCn2ccc3ccccc32)c1OC (stereo unspecified) | nt | nt | 5.8 | nt | 0.4 | 5.5 | 2.9 | -4.7

Some values from the results shown:
Reading of CCS(=O)(=O)Nc1ccc2c(c1)C(=O)N(C)[C@H]1CC[C@H](CC(=O)Nc3ccccc3)O[C@H]1CO2 under PGC1a acetyl inh: -3.1
Reading of O=S(=O)(CCNCc1ccccc1)NC1CCCCC1 under XiGFP reactiv: 0.2
Reading of CCC(=O)Nc1ccc(S(=O)(=O)N2CCc3ccccc32)cc1 under C2C12 statin: 3.4

Carrying on:
SMILES | Cneo AK release | C2C12 statin | SIRT5 inh | PGC1a acetyl inh | XiGFP reactiv | LGR2 antag | S100A4 inh HTS | ERAP1 inh
O=C(NC1CCCCC1)C(c1ccccc1)n1c(=O)c(-c2ccco2)nc2ccccc21 (stereo unspecified) | nt | nt | 2.0 | nt | 0.0 | 1.4 | -1.4 | nt
Cc1cccc(/C=C(\c2nc3ccccc3[nH]2)S(=O)(=O)c2ccccc2)c1 | nt | 77.9* | -0.3 | 8.4 | 0.4 | ? | -2.0 | 3.0
Cc1ccc(C(=O)NCC(=O)NCCCc2ccccc2)cc1 | 4.0 | 0.3 | -1.1 | nt | nt | -8.0 | -9.1 | -2.3
Cc1nc(C)c(-c2csc(Nc3ccc(O)cc3C)n2)s1 | 0.4 | 0.1 | -0.2 | -9.8 | 0.0 | 6.2 | 40.4 | 1.6
CNC[C@H]1OCCCC[C@@H](C)Oc2ccc(NS(=O)(=O)c3c(C)noc3C)cc2C(=O)N([C@H](C)CO)C[C@@H]1C | -6.1 | nt | nt | 7.6 | -0.2 | 1.5 | nt | nt
CCOC(=O)C1=C(C)N(C[C@@H]2CC[C@@H](Cc3ccc(-c4ccccc4)cc3)O2)C(=O)NC1c1cccc([N+](=O)[O-])c1 (stereo partly specified) | -2.2 | -4.9 | 3.1 | nt | 0.0 | 15.0 | -12.6 | -9.0
COCCCNC(=S)N1CCN(c2nc(-c3cccc(OC)c3)cs2)CC1 | -2.6 | -5.0 | -1.5 | nt | 0.7 | -8.3 | -2.7 | -1.4
CCOc1ccc(C(=O)C(C)OC(=O)c2cnc(C)cn2)cc1 (stereo unspecified) | 0.8 | 3.8 | 2.7 | nt | 0.0 | -14.9 | -1.2 | 0.8
CO[C@H]1CN(C)C(=O)c2ccc(NC(=O)Cc3ccccc3)cc2OC[C@@H](C)NC[C@@H]1C | 1.1 | -1.4 | 1.8 | 9.8 | 0.2 | 18.9 | -2.5 | -2.0
CO[C@@H]1CN(C)C(=O)c2cc(NC(=O)Nc3ccc(F)cc3)ccc2OC[C@H](C)NC[C@@H]1C | -5.6 | -7.8 | 0.3 | -8.4 | 0.5 | -3.2 | 7.9 | -2.2
COC(=O)c1ccc(N=NNc2cccc(Br)c2)cc1 | nt | nt | -5.6 | nt | -0.1 | -83.0 | 24.6 | -3.2
CCC(=O)NC[C@H]1[C@H](c2ccc(-c3ccccc3)cc2)[C@@H](CO)N1C(=O)C1CC1 | -1.3 | 6.5 | 0.5 | -0.9 | 0.0 | 1.4 | 2.1 | -3.9
COc1ccc(CCNC(=O)c2cc([N+](=O)[O-])cc([N+](=O)[O-])c2)cc1OC | 0.0 | -6.6 | -3.5 | -0.9 | 0.0 | -9.5 | -2.0 | -1.4
CO[C@H]1CC[C@H]2CCN(C)C(=O)[C@@H](C)N(C)C(=O)c3cccc(C#N)c3OC[C@@H]1O2 | 0.2 | 8.7 | -2.7 | nt | 0.2 | -0.2 | -9.0 | -0.9
COc1ccc(CCN2C(=O)CC(Cc3ccc(C)cc3)C2=O)cc1OC (stereo unspecified) | nt | nt | -3.4 | nt | 0.2 | -13.6 | -4.8 | 4.3
CCn1cc(S(=O)(=O)Nc2cc(F)ccc2C)cn1 | 19.7 | 0.6 | -6.2 | -11.2 | 0.0 | -1.0 | -21.8 | -3.7
CCO[C@H]1OC(C(=O)N2CCN(Cc3ccc4c(c3)OCO4)CC2)=C[C@@H](c2ccc(Br)cc2)[C@@H]1CCCO | -4.2&-2.4 | -2.2 | 8.3&-5.8 | -16.1&-28.8 | 0.0 | 0.7 | -3.1&-2.4 | -3.5&0.2
O=C1NC[C@@H](CCCCN2C[C@H](Cc3ccc(O)cc3)N(CCc3ccccc3)C(=O)C2=O)N(CCC2CCCCC2)C1=O | nt | nt | 4.0 | nt | -0.1 | -8.1 | -2.6 | -1.4
O=C(COC(=O)C1=COCCO1)Nc1ncc(Cl)cc1Cl | -0.2 | -5.5 | -0.6 | nt | 0.0 | 7.7 | -9.6 | -6.9
